B2AR arrestin: beta2AR (human) beta-arrestin recruitment activity; beta-arrestin recruitment to beta2AR, cell-based reporter; Potency, µM (series often up to 46.1 µM), for the others: at the highest dose activation, actives largely listed as activators; 330,000 compounds, 0.02% hits;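 also: potency is read from the fitted curve at half-maximal effect; 0% = DMSO controls and full agonism = EC100 isoproterenol or metaproterenol; nearly all actives have a fitted effect of over 65% in size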
Target sequence (P07550 whole entry, looked up): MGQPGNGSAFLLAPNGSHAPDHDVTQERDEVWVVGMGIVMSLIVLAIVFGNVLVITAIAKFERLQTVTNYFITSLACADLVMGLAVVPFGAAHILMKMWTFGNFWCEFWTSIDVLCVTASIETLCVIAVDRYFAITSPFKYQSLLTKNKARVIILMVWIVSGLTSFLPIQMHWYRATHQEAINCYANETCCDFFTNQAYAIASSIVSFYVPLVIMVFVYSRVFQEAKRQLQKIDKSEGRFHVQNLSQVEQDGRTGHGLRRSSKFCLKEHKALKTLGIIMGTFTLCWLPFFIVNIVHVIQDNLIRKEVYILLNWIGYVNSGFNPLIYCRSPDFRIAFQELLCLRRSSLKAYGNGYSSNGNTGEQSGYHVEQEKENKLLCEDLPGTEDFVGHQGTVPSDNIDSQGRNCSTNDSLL
USP2a inh: USP2a (human) protease inhibition; USP2 core, Ub-CHOP2 coupled fluorogenic reporter, 485/531; O75604; Potency, µM (doses to about 38.3 µM), without a hit: top-dose activity change, negative = inhibition, usual class: inhibitors; 330,000 compounds, 0.01% hits; AID 463254;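 also: potency is read from the fitted curve at half-maximal effect; plate controls were DMSO wells for no effect and full inhibition by NEM control for full effect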
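Deubiquitinase activity read as fluorescence (485/531 nm) after Ub-CHOP2 cleavage activates the enterokinase reporter on its substrate; USP2 core 10nM, Ub-CHOP2 and substrate 25nM each, 30min compound preincubation then 60min RT; data normalized to NEM, curves fitted.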
Eya2 phos inh: Eya2 (human) phosphatase inhibition; O00167; recombinant Eya2, OMFP fluorescence dephosphorylation (OMFP is methylfluorescein phosphate); Potency, µM (highest dose often 76.9 µM), without a hit: at the top dose activity, negative = inhibition, most hits filed as inhibitors; 330,000 compounds, 0.006% hits; AID 488837; also: potency is read from the fitted curve at half-maximal effect; % is scaled to controls: 0 for no effect and ±100 for the full control effect
Target sequence (O00167 whole entry, looked up): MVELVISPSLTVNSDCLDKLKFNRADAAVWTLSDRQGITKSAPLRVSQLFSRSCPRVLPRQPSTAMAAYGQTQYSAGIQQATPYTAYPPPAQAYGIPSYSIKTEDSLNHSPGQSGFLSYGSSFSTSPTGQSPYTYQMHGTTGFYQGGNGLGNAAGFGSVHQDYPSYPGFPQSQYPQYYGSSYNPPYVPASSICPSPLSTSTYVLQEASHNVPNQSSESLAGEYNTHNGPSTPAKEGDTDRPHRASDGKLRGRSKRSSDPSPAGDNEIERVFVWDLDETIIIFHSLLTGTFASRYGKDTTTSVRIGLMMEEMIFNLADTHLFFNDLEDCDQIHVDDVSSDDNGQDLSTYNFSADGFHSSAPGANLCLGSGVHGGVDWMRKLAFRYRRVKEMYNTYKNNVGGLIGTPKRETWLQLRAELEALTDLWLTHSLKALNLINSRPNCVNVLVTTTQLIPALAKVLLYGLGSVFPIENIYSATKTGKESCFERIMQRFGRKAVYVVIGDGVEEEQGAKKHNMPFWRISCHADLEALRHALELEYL
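Eya2 protein (added as 0.2 uM solution) was preincubated with compound for 10 min at ambient temperature in 50 mM HEPES pH 7.5, 50 mM NaCl, 5 uM MgCl2, 0.05% BSA, 1 mM DTT. OMFP (added at 50 uM) then reacted 10 min; fluorescence read at 485/525 nm.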
Mito fusion act: mitochondrial division inhibition or fusion activation; S. cerevisiae fusion-defective mutant growth rescue, CellTiterGlo 48 h; 320,000 compounds, 0.23% hits; AID 485298; Potency, µM (doses to about 46.1 µM), for the others: at the highest dose growth rescue (activation), most hits filed as activators;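 also: potency is read from the fitted curve at half-maximal effect; % of control where 0% means no effect; nearly all actives have a fitted effect of over 45% in size; temperature-sensitive fusion mutants such as fzo1-1 at 37 °C on non-fermentable ethanol glycerol medium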
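Growth-rescue viability read-out: after 48 h at the non-permissive 37C in glycerol/ethanol YPEG, yeast mitochondrial fusion mutants are measured by CellTiterGlo luminescence; compounds (23 nl pinned per well) restoring growth score as division inhibitors or fusion activators.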
uPA generation: blocks generation of uPA at the cell surface | AID 540303 | cell surface uPA generation assay, qHTS | Potency, µM (titrated, usually from 38.3 µM), for inactives: top-dose activity change, negative = inhibition, hits mostly inhibitors | 330,000 compounds, 0.31% hits; active = well fitted inhibition curve with a large enough effect; inconclusive = small, poorly fitted or top-dose-only effect; inactive = no such curve, though single readings can be large or run the other way; tested in mouse RAW 264.7 cells; also: potency is read from the fitted curve at half-maximal effect; % is scaled to controls: 0 for no effect and ±100 for the full control effect; nearly all actives have a fitted effect of over 55% in size
BCR signal inh: blocks chronic active B-cell receptor signaling; ABC-DLBCL IkBa-CBG/CBR reporter, luminescence ratio, 4 h; Potency, µM (titrated, usually from 46.1 µM), for the others: top-dose ratio change, negative = lower green/red ratio, usual class: inhibitors; 340,000 compounds, 0.05% hits; AID 493014; active = well fitted inhibition curve with a large enough effect in the signal ratio, with a control signal flat, not every such curve was filed as active; inconclusive = small, poorly fitted or top-dose-only effect, or effect the other way, or a change in a side signal; the % refers to the signal ratio;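 also: potency is read from the fitted curve at half-maximal effect; plate controls were basal doxycycline-induced cells for no effect and cells given 10 µM MG132 for full effect; MG132 reads +100%, hits lower the ratio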
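Doxycycline induced both beetle luciferases in TMD8 lymphoma cells; IKK-driven degradation limits the IkappaBalpha-fused green signal, while red luminescence normalises for cell number and nonspecific effects. Compounds tested up to 46 uM, 4 hrs.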
Tb PFK block: inhibitors of T. brucei phosphofructokinase; 330,000 compounds, 0.17% hits; T. brucei PFK, ADP-Glo luminescence; O15648; AID 485367; Potency, µM (doses to about 57.5 µM), for inactives: top-dose activity, negative = inhibition, hits mostly inhibitors;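 also: potency is read from the fitted curve at half-maximal effect; 0% = uninhibited 1x PFK enzyme wells and -100% = no-enzyme wells; nearly all actives have a fitted effect of over 60% in size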
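Activity is normalized to no-enzyme wells (full inhibition) and 1.25 nM enzyme wells (no inhibition). Reaction: 0.5 mM F6P, 0.1 mM ATP, 45 min RT, ADP-Glo luminescence; concentration-response curves fitted and classed by quality.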
TSHR antag: human thyrotropin receptor antagonism. P16473. TSHR-expressing cells, TSH-stimulated cAMP HTRF, 2 h; hits give low values. activity change, negative = inhibition, % at 11.5 µM. 330,000 compounds, 0.2% hits. AID 504810;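 active = activity change below a set negative limit, meaning inhibition stronger than a set level, cut at about -70% in these data; inconclusive = activity change between two set negative limits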; also: % is scaled to controls: 0 for no effect and ±100 for the full control effect
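Inhibition of cAMP made by TSHR-expressing cells under TSH stimulation (4nM final, EC80; 2 h, 37 deg C) is quantified with a one-step lysis HTRF kit, anti-cAMP cryptate versus cAMP-d2.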
TCR activator: activates T cell receptor signaling; AID 504894; 330,000 tested, under 10 active; Potency, µM (highest dose often 9.22 µM), inactives show at the highest dose activation of IL-2 secretion, usual class: activators; primary human leukocytes, anti-CD3, IL-2 HTRF, 48 h; also: % of control where 0% means no effect
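Using a-CD3 beads without co-stimulation, primary human leukocytes were exposed to compounds for 48 hr. An HTRF IL-2 kit measured the cytokine, with europium-to-d2 energy transfer producing emission at 665nm upon 320nm excitation.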
PTAP TSG101 blk: blocks PTAP/TSG101 interaction to inhibit HIV-1 budding; Q99816; Fluorescence polarization, FITC-PTAP peptide / Tsg101 binding; Potency, µM (top dose mostly 115 µM), without a hit: top-dose activity change, negative = inhibition, hits mostly inhibitors; 340,000 tested, under 10 active; active = well fitted inhibition curve with a large enough effect in the main read-out, with a control signal flat, not every such curve was filed as active; inconclusive = small, poorly fitted or top-dose-only effect, or effect the other way, or a change in a side signal; inactive = no such curve, though single readings can be large or run the other way; also: potency is read from the fitted curve at half-maximal effect; % of control where 0% means no effect
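Fluorescence anisotropy tracks displacement of a FITC-tagged PTAP peptide (50 nM) from the Tsg101 binding domain (10 uM), following a 20 min room-temperature incubation at pH 7.5.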
ELG1 repair inh: ELG1-dependent DNA repair inhibition; HEK293T ELG1-luciferase reporter, luminescence, 16 h; DNA damage induced by 5-fluorouridine; Potency, µM (top dose mostly 46.1 µM), inactives show at the highest dose activity change, negative = inhibition, hits mostly inhibitors; 330,000 compounds, 2.3% hits; AID 504467; also: potency is read from the fitted curve at half-maximal effect; % is scaled to controls: 0 for no effect and ±100 for the full control effect; nearly all actives have a fitted effect of over 55% in size
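HEK293T cells expressing luciferase-tagged ELG1 (2,000/well) received 5-Fluorouridine plus compound or DMSO for 16 hr at 37 °C. Luciferase was read by ONE-Glo luminescence after 30 min at room temperature.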
An asterisk follows results filed as active; u = inconclusive; x = no result given; & = joins results of further samples; [ ] = remark or other dose. Unless noted, calls follow the shape of the dose curve; as a rule, active = well fitted curve in the direction sought with a large enough effect; inconclusive = small, poorly fitted or top-dose-only effect, or another doubt; inactive = no such curve, though single readings can be large; an effect the other way counts as inactive or inconclusive. Rows are unselected; about 3% have a hit in one of these screens.

SMILES	B2AR arrestin	USP2a inh	Eya2 phos inh	Mito fusion act	uPA generation	BCR signal inh	Tb PFK block	TSHR antag	TCR activator	PTAP TSG101 blk	ELG1 repair inh
Cc1ccc2nc(N(CCCN(C)C)C(=O)c3ccc(S(=O)(=O)N(C)C)cc3)sc2c1	-0.1%	0%	0%	-7%	0%	2%	3%	5	1%[46.1 µM]	0%	2%
Fc1ccc(CSc2nnc(-c3ccco3)o2)cc1	0.0%	0%	-16%	1%	-13%	u	u	1	-13%	-4%	u
O=C(Nc1ccccc1C(=O)NC1CCCC1)NC1CCCC1	-0.1%	3%	14%	1%	0%	u	0%	1	2%	-2%	13%
COc1ccc(C)cc1Nc1n[n+](-c2ccccc2)c(-c2c(OC)ccc3ccccc23)s1	0.3%	-1%	4%	0%	u	-18%	0%	5	4%	-10%	-28%
CC(=O)Nc1ccc(S(=O)(=O)N2CCN(c3cc(C)nc4ccccc34)CC2)cc1	-0.5%	3%	-21%	-3%	2%	-1%	0%	-6	-2%	0%	1%
COC(=O)c1sc(NC(=O)CCCn2nc([N+](=O)[O-])cc2C)c(C(=O)OC)c1C	4.7%	0%	3%	0%	-7%	-6%	1%	2	-6%[46.1 µM]	-2%	u
O=C(CSc1nnc(-c2cccs2)n1CC1CCCO1)N1CCCC1 (configuration not stated)	-0.1%	1%	-1%	0%	x	-2%	0%	-1	5%	-2%	11%
COCCCN1C(=O)C(=O)/C(=C(/O)c2ccc(OC(C)C)cc2)C1c1ccc(O)c(OC)c1 (configuration not stated)	0.0%	1%	-22%	-2%	6%	8%	-1%	-1	-5%	-2%	9%
Nc1cc(C(=O)OCC(=O)Nc2cccc(S(=O)(=O)N3CCOCC3)c2)ccc1Cl	-0.4%	0%	3%	x	19%	u	0%	-19	-9%	-10%	-16%
CC(=O)Nc1cc(C(F)(F)F)ccc1OCC1CCCO1 (configuration not stated)	-0.5%	-1%	16%	2%	3%	1%	3%	9	7%	-6%	1%
Cc1cc(NC(=O)CSc2nccn2-c2ccc(Cl)cc2)no1	-0.9%	3%	6%	0%	-2%	1%	-13%	2	-4%	-3%	-3%
O=C(Nc1ccc(Cl)c(Cl)c1)NC1CCS(=O)(=O)C1 (configuration not stated)	-0.2%	-2%	20%	-6%	4%	-9%	-27%	4	-2%	-1%	10%
O=C(NC1CCCCC1)C(c1ccc(Cl)cc1)N(C(=O)c1ccccn1)c1cccnc1 (configuration not stated)	-1.0%	3%	0%	5%	x	3%	1%	20	x	x	-15%
CC(C)CN(C(=O)Cn1c(Cl)nc2c1c(=O)n(C)c(=O)n2C)C1CCS(=O)(=O)C1 (configuration not stated)	-0.4%	1%	33%	1%	-16%	-3%	-1%	-7	-4%	-3%	15%
O=C(CCC(=O)c1ccc(Cl)cc1)NCc1ccccc1	-0.8%	3%	5%	-3%	10%	4%	8%	13	-1%	-2%	8%
CC1CN(C(NC(=O)C(C)(C)C)C(Cl)(Cl)Cl)CC(C)O1 (configuration not stated)	-0.8%	3%	-7%	0%	1%	1%	0%	19	4%	-1%	-10%
CC[C@H](C)C(=O)O[C@H]1C[C@@H](C)C=C2C=C[C@H](C)[C@H](CC[C@@H]3C[C@@H](O)CC(=O)O3)[C@H]21	-0.5%&0.1%	14%&-1%	-3%&0%	-1%&-18%	u	3%&12%	-14%&-3%	29&-2	5%&3%	0%&-1%	9%&16%
COc1ccc(OC)c(NC(=O)COc2ccc3c(c2)CCC3)c1	-3.0%	0%	-10%	4%	9%	u	0%	-18	5%	0%	14%
Cc1cc(C)n(CC(O)COc2ccccc2[N+](=O)[O-])n1 (configuration not stated)	3.4%	5%	1%	8%	0%	-4%	-2%	34	-1%[46.1 µM]	0%	29%
Cc1ccccc1N=CC1=C(O)c2ccccc2C1=O	0.2%	-3%	-9%	-5%	-10%	u	-5%	-18	-10%	-1%	u
CC(=O)c1cccc(OCc2cc(C(=O)NC(C)Cc3cccnc3)no2)c1 (configuration not stated)	2.9%	-2%	-14%	1%	0%	-8%	0%	1	2%	-4%	14%
O=C(CC1CC2CCC1C2)NC1CCCCCCC1 (configuration not stated)	0.1%	1%	-3%	0%	1%	2%	0%	-1	-1%	-1%	u
Cc1ccn2cc(CCNS(=O)(=O)c3ccc(F)c(C(F)(F)F)c3)nc2c1	-0.6%	2%	-6%	-7%	16%	0%	2%	4	-1%	1%	-6%
Cc1n[nH]c(C)c1S(=O)(=O)N1CCCC(C(=O)Nc2nccs2)C1 (configuration not stated)	0.2%	u	18%	-3%	5%	12%	0%	-2	36%	-1%	-9%
COc1cccc(CNC(=O)C2CCN(C(=O)N(C)C)CC2)c1	0.0%	0%	-22%	-4%	0%	1%	-1%	-4	-4%	-3%	21%
O=C(COC(=O)CNC(=O)c1ccc(Cl)cc1)Nc1ccc2c(c1)OCCO2	-1.8%	2%	5%	14%	8%	0%	6%	-4	1%[46.1 µM]	0%	20%
Cc1ccc(C)c(S(=O)(=O)N2CCCC2CNC(=O)C(=O)NCCc2ccccc2)c1 (configuration not stated)	-0.2%	4%	-7%	13%	-7%	-5%	-3%	-15	0%	4%	u
Cc1cc(C(=O)N2CCCC(N3CCN(c4ccc(F)cc4)CC3)C2)c(C)o1 (configuration not stated)	0.1%	2%	-7%	-4%	-2%	1%	-8%	-1	-2%	-8%	u
CC1(c2ccc3c(c2)OCCCO3)NC(=O)N(CC(=O)Nc2cccc(C#N)c2)C1=O (configuration not stated)	0.0%	-3%	13%	-2%	2%	-3%	-3%	-9	-8%	-2%	u
COc1ccc(OC)c(S(=O)(=O)NCC(=O)O)c1	0.1%	13%	0%	-14%	-13%	-8%	2%	8	1%	-6%	1%
C/C(=N\NC(=O)c1ccc(N)cc1)C1CC1	0.4%	-1%	1%	0%	-1%	u	-3%	6	5%	-2%	27%
O=C(O)CC(NS(=O)(=O)c1ccc2c(c1)OCCO2)c1ccccc1[N+](=O)[O-] (configuration not stated)	-0.1%	0%	11%	x	6%	6%	3%	20	0%[46.1 µM]	-6%	u
COc1ccc(N(CC(=O)NCCSCc2ccc(Cl)cc2)S(C)(=O)=O)cc1Cl	-0.4%	2%	u	7%	-13%	-13%	-2%	-10	-4%	-6%	u
COc1cc(C(=O)N(Cc2cccnc2)Cc2cc3cc4c(cc3[nH]c2=O)OCCO4)cc(OC)c1OC	0.1%	-5%	-19%	3%	x	-19%	1%	18	0%	-11%	u
CN(C)CCN1C(=O)C(=O)/C(=C(/O)c2ccc3c(c2)OCCO3)C1c1ccccn1 (configuration not stated)	0.2%	-1%	7%	5%	-5%	1%	-2%	3	-8%	-3%	u
Cc1cccc(-n2nc(C(=O)Nc3ccccc3)n3c(=O)cc(-c4ccccc4)nc23)c1	0.1%	0%	16%	-1%	7%	u	0%	-7	-2%	2%	-10%
Cc1ccsc1/C=N/Nc1ccc(F)cc1F	-0.3%	-2%	-1%	-30%	2%	u	0%	6	0%	-7%	u
Cc1cccc(CCNC(=O)CCc2nc(-c3ccccc3F)no2)c1	-0.2%	6%	3%	20%	-4%	u	-1%	-8	-2%	-8%	2%
CCCCCCCCNC(=O)CCNC(=O)c1ccc(C(C)(C)C)cc1	-0.3%	3%	-15%	-10%	-4%	6%	2%	-10	-3%	-5%	-21%
CC(NS(=O)(=O)c1ccc(Cl)c(Cl)c1)C(=O)OCC(=O)N1CCCCCC1 (configuration not stated)	-0.1%	4%	11%	0%	3%	-1%	2%	-8	8%	-1%	6%
CC(=O)Nc1ccc(C(=O)OCC(=O)c2ccc(C)c([N+](=O)[O-])c2)cc1	-0.2%	-1%	3%	-2%	0%	-14%	-5%	2	-13%	1%	0%
CCOc1cc(C#N)ccc1OCC(=O)NNC(=O)CC1CCS(=O)(=O)C1 (configuration not stated)	-0.2%	2%	27%	-2%	4%	-8%	5%	-7	4%	-4%	-5%
COc1ccc(C(=O)CN2CCN(c3ncccn3)CC2)cc1	-0.1%	-1%	-14%	16%	1%	-1%	-3%	4	13%	-1%	-11%

Source: PubChem BioAssay
